mHTT-CaM PPI inh = mutant huntingtin-calmodulin interaction inhibitors – biochemical, AlphaScreen, primary screen; P42858; AlphaScreen His-mHTT/GST-CaM binding, luminescence; AID 1671202, 2021; actives 3.6% (n = 190,000); inhibition, % at 15 µM;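 also: 0% = both proteins with DMSO and 100% = one protein alone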
Target sequence (P42858 whole entry, looked up, stated change not applied): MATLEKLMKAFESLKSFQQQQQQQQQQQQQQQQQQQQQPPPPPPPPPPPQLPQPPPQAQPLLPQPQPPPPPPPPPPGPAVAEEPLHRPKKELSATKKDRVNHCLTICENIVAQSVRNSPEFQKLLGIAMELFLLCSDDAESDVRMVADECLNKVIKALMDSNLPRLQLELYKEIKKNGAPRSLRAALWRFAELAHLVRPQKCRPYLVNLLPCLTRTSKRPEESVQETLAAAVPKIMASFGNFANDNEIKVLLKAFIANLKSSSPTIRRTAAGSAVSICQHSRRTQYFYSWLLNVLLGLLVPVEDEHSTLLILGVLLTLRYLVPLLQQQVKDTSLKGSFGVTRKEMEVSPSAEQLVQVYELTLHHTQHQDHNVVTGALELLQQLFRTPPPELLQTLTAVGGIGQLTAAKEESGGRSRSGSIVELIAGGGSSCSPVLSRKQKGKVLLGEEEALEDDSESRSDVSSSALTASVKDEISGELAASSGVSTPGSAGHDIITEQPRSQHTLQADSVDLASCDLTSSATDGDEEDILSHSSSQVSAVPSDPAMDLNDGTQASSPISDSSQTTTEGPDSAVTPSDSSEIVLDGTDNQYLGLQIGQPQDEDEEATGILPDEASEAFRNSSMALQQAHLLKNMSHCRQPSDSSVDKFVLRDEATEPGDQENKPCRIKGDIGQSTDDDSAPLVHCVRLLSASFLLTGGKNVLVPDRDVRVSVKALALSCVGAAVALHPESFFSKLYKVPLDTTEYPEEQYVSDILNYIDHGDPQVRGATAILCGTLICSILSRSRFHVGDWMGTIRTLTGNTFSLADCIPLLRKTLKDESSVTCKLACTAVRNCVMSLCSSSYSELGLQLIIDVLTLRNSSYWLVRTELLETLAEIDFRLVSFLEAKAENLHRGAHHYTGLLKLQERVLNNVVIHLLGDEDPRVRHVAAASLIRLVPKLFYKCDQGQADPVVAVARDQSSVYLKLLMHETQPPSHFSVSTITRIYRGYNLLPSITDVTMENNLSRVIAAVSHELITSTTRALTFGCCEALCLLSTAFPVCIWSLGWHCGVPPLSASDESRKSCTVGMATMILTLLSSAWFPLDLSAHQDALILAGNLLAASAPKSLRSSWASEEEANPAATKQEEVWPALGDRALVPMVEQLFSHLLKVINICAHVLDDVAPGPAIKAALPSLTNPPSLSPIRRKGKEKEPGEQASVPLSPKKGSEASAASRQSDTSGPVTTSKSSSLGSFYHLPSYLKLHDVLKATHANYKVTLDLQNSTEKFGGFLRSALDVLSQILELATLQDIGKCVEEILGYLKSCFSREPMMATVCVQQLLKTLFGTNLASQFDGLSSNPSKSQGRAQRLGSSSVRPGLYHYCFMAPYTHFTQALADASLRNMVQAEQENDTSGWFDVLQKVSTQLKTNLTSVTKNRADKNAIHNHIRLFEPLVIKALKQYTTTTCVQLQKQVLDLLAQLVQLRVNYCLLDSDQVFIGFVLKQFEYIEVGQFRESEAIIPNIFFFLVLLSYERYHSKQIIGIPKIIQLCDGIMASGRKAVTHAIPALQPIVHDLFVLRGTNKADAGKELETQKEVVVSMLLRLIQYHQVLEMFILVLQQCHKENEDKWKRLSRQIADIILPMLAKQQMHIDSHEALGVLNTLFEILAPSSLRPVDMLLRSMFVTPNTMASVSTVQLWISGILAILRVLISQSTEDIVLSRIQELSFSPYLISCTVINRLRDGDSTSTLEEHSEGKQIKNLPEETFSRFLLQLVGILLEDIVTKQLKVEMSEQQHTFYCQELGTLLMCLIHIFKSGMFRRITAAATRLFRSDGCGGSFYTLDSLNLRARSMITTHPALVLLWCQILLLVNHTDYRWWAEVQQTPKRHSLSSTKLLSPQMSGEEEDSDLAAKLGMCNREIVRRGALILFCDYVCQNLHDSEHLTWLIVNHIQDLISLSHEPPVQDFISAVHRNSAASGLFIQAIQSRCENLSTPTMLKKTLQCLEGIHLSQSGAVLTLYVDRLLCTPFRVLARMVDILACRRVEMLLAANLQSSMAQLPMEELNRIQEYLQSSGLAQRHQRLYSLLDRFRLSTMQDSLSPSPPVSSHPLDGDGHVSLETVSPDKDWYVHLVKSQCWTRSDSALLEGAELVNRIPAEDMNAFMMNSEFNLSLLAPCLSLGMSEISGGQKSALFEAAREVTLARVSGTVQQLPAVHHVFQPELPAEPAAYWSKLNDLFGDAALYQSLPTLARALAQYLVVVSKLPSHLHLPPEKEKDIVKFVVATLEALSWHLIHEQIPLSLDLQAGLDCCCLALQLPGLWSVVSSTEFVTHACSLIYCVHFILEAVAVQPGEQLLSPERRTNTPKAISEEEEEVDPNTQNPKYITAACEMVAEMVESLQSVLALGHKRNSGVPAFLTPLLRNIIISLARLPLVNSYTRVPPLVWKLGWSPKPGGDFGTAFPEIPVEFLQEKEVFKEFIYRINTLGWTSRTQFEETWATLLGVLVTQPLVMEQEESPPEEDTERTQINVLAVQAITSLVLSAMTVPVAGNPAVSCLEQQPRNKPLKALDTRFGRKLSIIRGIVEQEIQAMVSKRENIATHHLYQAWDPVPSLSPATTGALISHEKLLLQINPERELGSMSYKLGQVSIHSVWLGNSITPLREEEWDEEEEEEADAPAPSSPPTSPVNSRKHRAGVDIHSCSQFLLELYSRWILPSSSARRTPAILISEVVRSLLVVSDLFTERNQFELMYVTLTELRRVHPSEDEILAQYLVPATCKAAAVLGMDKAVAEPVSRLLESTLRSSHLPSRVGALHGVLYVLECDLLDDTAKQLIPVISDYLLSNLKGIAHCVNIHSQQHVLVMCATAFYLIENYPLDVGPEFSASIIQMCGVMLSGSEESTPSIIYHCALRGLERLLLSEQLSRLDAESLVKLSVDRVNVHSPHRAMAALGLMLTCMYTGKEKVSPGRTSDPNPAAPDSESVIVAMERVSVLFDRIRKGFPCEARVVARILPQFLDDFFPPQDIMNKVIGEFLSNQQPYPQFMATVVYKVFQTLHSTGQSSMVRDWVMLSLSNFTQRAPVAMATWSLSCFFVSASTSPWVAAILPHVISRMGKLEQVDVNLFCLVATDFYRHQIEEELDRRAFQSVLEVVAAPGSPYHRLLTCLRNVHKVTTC
Pf apPOL inh = Pf-apPOL inhibitors, biochemical, fluorescence. AID 1794808, 2022. Plasmodium falciparum apicoplast DNA polymerase (apPOL). Recombinant Pf-apPOL, molecular beacon fluorescence, 1.5 h. inhibition, % at 10 µM. actives 0.25% (n = 210,000)
Numbers without * were called inactive; · = no result given; & = joins results of further samples. Rule as the data show it: active = inhibition above about 50%; inactive = the rest. Compounds were not picked by outcome; 3.5% or so of the library scored in one or more.

Order of results – Pf apPOL inh, mHTT-CaM PPI inh
> Cc1ccc(O)c(C2Nc3ccccc3NC3=C2C(=O)CC(C)(C)C3)c1 (stereo unspecified)
    -5&4, 3&-8
> COc1ccc(C(=O)CSc2nc3sc(C)c(C)c3c(=O)[nH]2)cc1
    2, 2
> CS(=O)(=O)N1CCC(C(=O)OCc2cc(-c3ccco3)on2)CC1
    -4, -20
> COCCNC(=O)CC1CCN(C(=O)c2cc(OC)c(OC)c(OC)c2)CC1
    -5, 4
> O=C(Cc1ccccc1)ON=C1C=CC(=NOC(=O)c2ccccc2)C=C1
    -6, 14
> Cc1cc(C)c(C)c(S(=O)(=O)N2CCN(c3nc4ccncc4n(C)c3=O)CC2)c1C
    -6, 6
> O=C(Nc1cc(C(F)(F)F)ccc1Cl)c1ccc(Cl)c([N+](=O)[O-])c1
    1, 5
> COc1ccc(C2=NC3(CCN(Cc4ccc(C)cc4)CC3)NC2=O)cc1
    -1, 5
> COc1ccc(CC(=O)N2CCc3c(c(COCc4ccc(C)cc4)nn3C)C2)cc1
    -6, 14
> Cc1ccc(NC(=O)CSc2nnc(CNC(=O)c3c(F)cccc3Cl)o2)cc1
    0, -2
> O=C(CCS(=O)(=O)c1cc(Br)cc2c1N(C(=O)C1CC1)CC2)N1CCCC1
    -2, -2
> CN(CCCNC(=O)CC(C(=O)N1CCc2ccccc21)n1ccnc1)C1CCCCC1 (stereo unspecified)
    -7, -1
> ClC1=C(CN2CCSCC2)CSc2ccc(Cl)cc21
    -5, ·
> Cc1cc(C(=O)Nc2nc3c(s2)CN(C(=O)c2cnn(-c4ccccc4)c2C)CC3)no1
    4, 3
> Cc1cc(C)nc(NS(=O)(=O)c2ccc(NC(=O)c3ccco3)cc2)n1
    -1, ·
> O=C(CSc1nnc(-c2cccc(F)c2)n1-c1ccccc1)NC1CCCC1
    -6, 4
> O=C1S/C(=C\c2cc3c(cc2Br)OCO3)C(=O)N1c1ccccc1
    -1, -1
> Fc1cccc(OCC2CN(Cc3cccs3)CCO2)c1 (stereo unspecified)
    1, -25
> CCCn1cnnc1C1CCN(C(=O)c2ccc(C)nc2)CC1
    3, -5
> COc1ccccc1/C=C1\C(=O)NN(c2ccccc2)C1=O
    -4, -1
> Cn1nccc1C(=O)NCCNC(=O)c1ccnn1C
    -4, -2
> Cc1cc(C)c(C(=O)NCCN2CCOC(c3ccccc3)C2)c(C)c1 (stereo unspecified)
    -4, 0
> COc1ccc(C(=O)Nc2ccc(F)cc2F)cc1Cl
    -3, -2
> CC(=O)c1ccc(NC(=O)c2cc(S(=O)(=O)N3CCOCC3)ccc2Cl)cc1
    -1, 4
> CCCn1ccc2sc(C)c(C(=O)NC3CCCC3)c2c1=O
    -6, -8
> COc1ccc(S(=O)(=O)N(CC(=O)Nc2ccccc2C(F)(F)F)c2ccc(C)cc2)cc1
    0, -9
> O=C(Nc1cccc(Cl)c1)NC1CC1
    -8, -3
> CC(C)c1ccc(C(=O)Nc2ccccc2C(N)=O)cc1
    8, 2
> C=CCNC(=O)C1CCC(c2ccc(F)c(C)c2)N(C(=O)C2CC2)C1 (stereo unspecified)
    -4, 11
> CC(=O)c1cccc(NC(=O)N2CC3CC(NS(=O)(=O)c4ccccc4)C2C3)c1 (stereo unspecified)
    -8, 4

Sorted by molar mass (low to high): part of the list above
Order of results – Pf apPOL inh, mHTT-CaM PPI inh
> O=C(Nc1cccc(Cl)c1)NC1CC1
    -8, -3
> CCCn1cnnc1C1CCN(C(=O)c2ccc(C)nc2)CC1
    3, -5
> ClC1=C(CN2CCSCC2)CSc2ccc(Cl)cc21
    -5, ·
> Cc1cc(C)c(C(=O)NCCN2CCOC(c3ccccc3)C2)c(C)c1 (stereo unspecified)
    -4, 0
> O=C(Cc1ccccc1)ON=C1C=CC(=NOC(=O)c2ccccc2)C=C1
    -6, 14
> COc1ccc(C2=NC3(CCN(Cc4ccc(C)cc4)CC3)NC2=O)cc1
    -1, 5
> Cc1cc(C)nc(NS(=O)(=O)c2ccc(NC(=O)c3ccco3)cc2)n1
    -1, ·
> COCCNC(=O)CC1CCN(C(=O)c2cc(OC)c(OC)c(OC)c2)CC1
    -5, 4
> O=C1S/C(=C\c2cc3c(cc2Br)OCO3)C(=O)N1c1ccccc1
    -1, -1
> COc1ccc(CC(=O)N2CCc3c(c(COCc4ccc(C)cc4)nn3C)C2)cc1
    -6, 14
> Cc1ccc(NC(=O)CSc2nnc(CNC(=O)c3c(F)cccc3Cl)o2)cc1
    0, -2
> CN(CCCNC(=O)CC(C(=O)N1CCc2ccccc21)n1ccnc1)C1CCCCC1 (stereo unspecified)
    -7, -1
> Cc1cc(C(=O)Nc2nc3c(s2)CN(C(=O)c2cnn(-c4ccccc4)c2C)CC3)no1
    4, 3
> O=C(CCS(=O)(=O)c1cc(Br)cc2c1N(C(=O)C1CC1)CC2)N1CCCC1
    -2, -2
> COc1ccc(S(=O)(=O)N(CC(=O)Nc2ccccc2C(F)(F)F)c2ccc(C)cc2)cc1
    0, -9

Other entries follow:
Order of results – Pf apPOL inh, mHTT-CaM PPI inh
> CCOc1ccc(C(=O)CCNC(Cc2cnc[nH]2)C(=O)O)cc1 (stereo unspecified)
    4, 43
> COc1ccc(CNC(=O)CCC2N=C3c4ccccc4N=C(SCC(N)=O)N3C2=O)cc1 (stereo unspecified)
    -3, 2
> Cc1cccc(CSc2nc3nc(C)cc(C)n3n2)c1
    -9, 9
> COc1cc(/C=C2\Sc3ccccc3C2=O)ccc1OCC#N
    2, 12
> CSc1ccc(NC(=O)N2CCc3nc4cc[nH]n4c(=O)c3C2)cc1
    -1, -2
> Cc1n[nH]c(C)c1C(C)N (stereo unspecified)
    ·, -6
> Cc1cc(C(=O)N2CCN(c3ncccc3C#N)CC2)no1
    6, ·
> COCCC(=O)Nc1ccc2c(N3CCCCC3)ncnc2c1
    -3, 9
> Cn1c(=O)c(-c2nc(-c3ccc(Cl)cc3)no2)c(O)c2cc(F)ccc21
    2, -5
> CN(CC(=O)NCc1ccccc1Cl)S(=O)(=O)c1ccc(Br)s1
    -4, 2
> COc1cccc(N2C=C(C(=O)N3CCCC3)S(=O)(=O)c3ccc(Cl)cc32)c1
    -2, 8
> COc1cc2c(cc1OC)C(COc1ccc([N+](=O)[O-])cc1)NCC2 (stereo unspecified)
    0, 16
> COc1ccc(Oc2c(C)oc3cc(OC(=O)c4ccc5c(c4)OCO5)ccc3c2=O)cc1
    6, 0
> CCn1c(C(=O)N2CCN(Cc3ccccc3)CC2)cc2sccc21
    -7, 57*
> CCc1ccccc1NC(=O)CSc1ccc(Cl)cc1
    -6, -8
> O=C(CCc1conc1-c1ccc(F)cc1)NC1CCCCC1
    1, -3
> CC1CCCN(C(=O)c2ccc3ncnc(N4CCCCC4)c3c2)C1 (stereo unspecified)
    -4, -4
> O=C(Cc1ccc(F)cc1)N1CCC(c2cnn(-c3cccc(F)c3)c2)CC1
    -5, 9
> O=C(NCC1CCCO1)Nc1ccc(Cl)cc1 (stereo unspecified)
    -2, -10
> CSc1nsc(SC)c1NC(=O)Nc1ccc([N+](=O)[O-])cc1
    1, 11
> CCc1ccc(N2CC34C=CC(O3)C(C(=O)OC)C4C2=O)cc1 (stereo unspecified)
    -1, 4
> COC(=O)C(C)Oc1ccc2c(=O)c(-c3ccc(OC)c(OC)c3)coc2c1 (stereo unspecified)
    0, 9
> CC(C)c1cc(C(=O)Nc2cccc(C#N)c2)nc2ccnn12
    0, -14
> O=C(COc1ccc2c(c1)CCCC2)NCCc1ccccc1
    6, -12
> CC1=C(C(=O)Nc2ccccn2)C(c2cccc([N+](=O)[O-])c2)C2=C(CCCC2=O)N1 (stereo unspecified)
    2&-2, 0&1
> Nc1nc(Cl)cc(=O)[nH]1
    ·, -1
> CCOC(=O)C(C#N)=CNc1ccc(OC)c(C(=O)OC)c1OC
    1&-2, ·
> Cc1cccc(OCC(=O)NCCC2CCN(C(=O)Nc3ccccc3)CC2)c1
    3, 9
> O=C(c1ccc(F)cc1)N1CCN(Cc2cccc(Br)c2)CC1
    -2, 11
> N#Cc1c(-c2ccccc2F)c(C#N)c2nc3ccccc3n2c1N
    -3, -15

(continued)
Order of results – Pf apPOL inh, mHTT-CaM PPI inh
> Cc1cc(NC(=O)C2CC(c3c(F)cccc3Cl)=NO2)no1 (stereo unspecified)
    0, -7
> Cc1ccccc1NC(=O)Nc1nccs1
    -2, -4
> Cc1ccc(CNC(=O)C2CCCN(c3cnn(C)c(=O)c3)C2)cc1 (stereo unspecified)
    2, -4
> Cc1cccc(NC(=O)N2CCCC(CCC(=O)NCc3ccc(C)c(C)c3)C2)c1 (stereo unspecified)
    0, -4
> CC1CN(C(=O)C2CCCCC2)CC1c1nc(-c2ccncc2)no1 (stereo unspecified)
    8, -3
> O=C(Nc1ccc(F)cc1)c1ccccc1NC(=O)C1CCCN1S(=O)(=O)c1ccccc1 (stereo unspecified)
    -10, -1
> CC1=NN(c2ccccc2)C(=O)/C1=C\c1cn(-c2ccccc2)nc1-c1ccc(F)cc1
    -4, -3
> OCc1nc2ccccc2s1
    2&-7, ·
> CCN1CCCC1CNC(=O)c1cc(S(N)(=O)=O)ccc1OC (stereo unspecified)
    10&1, -4
> CCOC(=O)c1cc2cc(OCc3ccccc3)ccc2n1C(=O)c1ccccc1C(=O)O
    -1, ·
> CC(=O)Nc1ccc(-c2nnc(SCc3nc4ccccc4[nH]3)n2C)cc1
    1, 6
> O=C(NCc1nnc2n1CCCC2)c1ccccn1
    -11, -3
> O=C(c1ccc(OCC2CCCN(C(=O)c3ccc(F)cc3Cl)C2)cc1)N1CCCC1 (stereo unspecified)
    27, 16
> CCN(CC)S(=O)(=O)c1ccc(Cl)c(C(=O)Nc2ccc(OC)cc2)c1
    -5, -6
> COc1ccc2nc(N3CCC(C(=O)NCCN4CCOCC4)CC3)sc2c1
    5, -2
> COc1ccccc1/C=C1/N=C(c2ccccc2)OC1=O
    -2, 4
> CN(C)CC1CN(C(=O)c2ccsc2)CC12CCOCC2 (stereo unspecified)
    -8, 2
> COc1ccccc1CN1CCc2c([nH]c3ccccc23)C1
    4, 20
> Cc1ccc(C)c(C(=O)N2CCCC(COc3ccc(C(=O)NC(C)C)cc3)C2)c1 (stereo unspecified)
    -1, 15
> CC(C)(C)n1nc2c(c1NC(=O)c1cc(Cl)ccc1[N+](=O)[O-])CSC2
    -3, 39
> CCOc1ccc(-c2cn(-c3ccc(C)c(F)c3)c(=O)[nH]2)cc1
    2, 18
> Cc1cc(C)c[n+](CC(=O)c2cccc([N+](=O)[O-])c2)c1
    -2, 20
> O=C(CSc1nc2ccccc2o1)N1c2ccccc2Sc2ccccc21
    0, ·
> CCN1c2ccccc2C(=O)NC12CCN(C(=O)c1ccc(C)cc1)CC2
    -1, -9
> CN1CCN(C(=O)CN2C(=O)S/C(=C\c3ccccc3)C2=O)CC1
    0, 1
> CC1CCCC(NC(=O)CCc2cn(C)c3ccccc23)C1C (stereo unspecified)
    -21, 8
> O=C1CC(NC23CC4CC(CC(C4)C2)C3)C(=O)N1Cc1ccc2c(c1)OCO2 (stereo unspecified)
    2, 0
> O=C(COc1ccc(Cl)cc1)NC(Cc1c[nH]c2ccccc12)C(=O)O (stereo unspecified)
    -1, 0
> CSCC(C)(O)CNC(=O)CCCc1ccccc1 (stereo unspecified)
    -6, -1
> Cc1cc(C=O)c(C)n1-c1ccc(F)c(Cl)c1
    -7, 13

The list continues.
Order of results – Pf apPOL inh, mHTT-CaM PPI inh
> Cc1cc2nn(-c3ccc(Cl)cc3)nc2cc1NC(=O)c1cccs1
    -2, 1
> O=C(O)CCCCCN1C(=O)C(=CC=Cc2ccccc2)SC1=S
    34, 39
> NC(=O)CCC(=O)NC12CC3CC(CC(C3)C1)C2
    -4, -1
> Cc1ccc(CN2CCCN(S(=O)(=O)c3ccc(Br)s3)CC2)cc1
    -4, 11
> Cc1c(C)c(C)c(CN2C(=O)c3ccccc3C2=O)c(C)c1C
    2, ·
> COc1ccc(O)c(CN2CCN(Cc3ccccc3[N+](=O)[O-])CC2)c1
    -1, 26
> CC1CCN(C(=O)c2cc(C(C)C)n3nccc3n2)CC1
    -4, -5
> CCC(=O)N1CCN(c2nc(C)nc(C)c2Cc2ccccc2C)CC1
    -2, 6
> CN(C)c1ccc(/C=C2/N=C(c3cccc(I)c3)OC2=O)cc1
    -4, -2
> Cc1nc2cc([N+](=O)[O-])c([N+](=O)[O-])cc2n1C
    1, ·
> COc1ccc(C(=O)NCc2nnc(SCC(=O)Nc3nccs3)o2)cc1OC
    0, 7
> O=S(=O)(c1c(F)cccc1F)N1CCC(COCc2ccccc2)CC1
    -3, -59
> Cc1ccc(-c2nnc(C)c(NCc3cccnc3)n2)cc1
    -4, -6
> CCc1ccc(C2CC(c3cccc(C)c3)n3ncnc3N2)cc1 (stereo unspecified)
    2, 7
> COC(=O)c1ccc(NC(=O)Cc2csc(NC(=O)c3ncccn3)n2)cc1
    3, 98*
> Cc1cc(N2C(=O)c3oc4ccc(F)cc4c(=O)c3C2c2cccc([N+](=O)[O-])c2)no1 (stereo unspecified)
    -2, 18
> Cc1cccc(-c2noc(-c3cccnc3N3CCC(C(=O)N4CCCCC4)CC3)n2)c1
    -2, -36
> COc1cc(OC)c(C2Nc3ccccc3-c3nnc(SC)nc3O2)c(OC)c1 (stereo unspecified)
    -1, -3
> COc1cc(C(=O)N2CCC(n3c(-c4ccoc4)nc4cccnc43)C2)ccc1C (stereo unspecified)
    -2, 47
> CN(CC12CCCC1N(C)C(=O)CC2)C(=O)c1cccs1 (stereo unspecified)
    -3, -1
> O=C(Nc1ccc2c(c1)OCCO2)C1CC(=O)N(CCc2c[nH]c3ccc(Cl)cc23)C1 (stereo unspecified)
    2, 76*
> NS(=O)(=O)c1ccc(CCNC(=O)C2CCN(c3nc4cccnc4s3)CC2)cc1
    -2, -9

Compound activity from PubChem.
